High-throughput results: PubChem BioAssay, several laboratories
BAP1 block = blocks human BAP1 ubiquitin-AMC hydrolysis | Q92560 | 72,000 compounds, 0.48% hits | activity remaining (% of control), % at 20 µM | recombinant BAP1, Ub-AMC hydrolysis fluorescence kinetic; active compounds read low;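 active means activity remaining at or below 50% of control, provided the compound also passes the data quality filters; inactive means the rest, including low values that fail the filters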;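 further: 100% = DMSO wells rate and 0% = substrate alone blank rate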
HePTP inh = blocks human HePTP tyrosine phosphatase; recombinant HePTP phosphatase activity, OD absorbance; inhibition, % at 20 µM; 110,000 compounds, 0.64% hits; AID 521; in the data active means inhibition above about 50%;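 further: plate controls were vehicle for no effect and reference inhibitor for full effect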
Target sequence (P35236 whole entry, looked up): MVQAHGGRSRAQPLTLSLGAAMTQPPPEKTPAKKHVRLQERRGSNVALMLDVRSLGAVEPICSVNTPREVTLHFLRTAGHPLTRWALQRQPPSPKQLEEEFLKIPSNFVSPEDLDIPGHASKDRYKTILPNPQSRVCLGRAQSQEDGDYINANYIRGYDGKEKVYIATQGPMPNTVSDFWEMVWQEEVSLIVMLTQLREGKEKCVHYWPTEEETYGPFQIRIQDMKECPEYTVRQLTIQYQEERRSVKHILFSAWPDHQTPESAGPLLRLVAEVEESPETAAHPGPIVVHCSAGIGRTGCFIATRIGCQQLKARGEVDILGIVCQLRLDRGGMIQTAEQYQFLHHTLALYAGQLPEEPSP
* hit, by the source's call; i = inactive; . = not tested or not shown; & = joins results of further samples.

Compound,HePTP inh,BAP1 block
COCCn1c(-c2ccc(OC)c(OC)c2)nc2ccccc21,-3,121
COc1ccc(CNC(=O)c2nn3c(c2Cl)NC(c2ccc(Br)cc2)CC3C(F)(F)F)cc1 (stereo not drawn),.,74
COc1cc(NC(=O)c2ccc(C)cc2)c(OC)cc1Cl,.,61
CC(C)c1nnc(NC(=O)c2cnccn2)s1,6,95
Cc1ccc(S(=O)(=O)c2c(N)n(NC(=O)c3ccco3)c3nc4ccccc4nc23)cc1,4,i
COc1ccccc1N1CCN(/N=C/c2cc([N+](=O)[O-])ccc2Cl)CC1,1,.
CC(=O)Nc1ccc(C(=O)CSc2ncn(-c3ccccc3)n2)cc1,-6&0,96
CCOc1ccc(S(=O)(=O)Nc2nc3ccccc3nc2N2CCN(C)CC2)cc1,2,.
Cc1cccc(C)c1OCC(N)C(C)C (stereo not drawn),.,81
CCOC(=O)N1CCN(C(=O)C2CCCN(Cc3nc(-c4ccc(Cl)cc4)oc3C)C2)CC1 (stereo not drawn),9,89
COc1cccc(N2CCN(C3OC(=O)c4ccccc43)CC2)c1 (stereo not drawn),7,107
Cc1nc2nc(C)c(CCC(=O)NCCCN3CCN(c4cccc(Cl)c4)CC3)c(C)n2n1,-1,100
COc1ccc2c(c1OC)C(=O)OC2c1c(O)nc(SC)n(-c2ccccc2)c1=O (stereo not drawn),-1,89
O=C1NCC(c2ccccc2)C1C(=O)N/N=C\c1cc(O)c(Br)cc1Br (stereo not drawn),-20,.
OC(c1ccc(Br)cc1)C12CN3CN(CN(C3)C1)C2 (stereo not drawn),104*,.
CCOCCCNc1ccc(-c2ccccc2)nn1,11,103
O=C(Nc1ccccc1C(=O)OCc1nnc(-c2ccccc2)o1)c1ccco1,4,.
CCc1nnc(NS(=O)(=O)c2ccc(N=Cc3c(C)[nH]n(-c4ccc(C)cc4)c3=O)cc2)s1,8,.
Clc1ccc(OCCOCCN2CCCCC2)c2ccccc12,-11,.
COc1ccc(-n2c(SCC(=O)Nc3cc(C)on3)nc3c(c2=O)SCC3)cc1,4,89
Cc1ccc(NC2CC(C)N(C(=O)c3cccc(F)c3)c3cc(C)ccc32)cc1 (stereo not drawn),5,.
Cc1ccc(NC(=O)CN(c2ccc(C)cc2)S(=O)(=O)c2ccc(F)cc2)cc1,9,.
CN1CCN(c2nc3c(c(=O)[nH]c(=O)n3C)n2CCOc2ccccc2)CC1,-10,100
Cc1ccccc1NC(=O)C1CCC(C)(C(=O)O)C1(C)C (stereo not drawn),-12,87
CC(=O)Nc1nonc1NC(=O)CSC1=NCCS1,12,94

A draw from above in order of length of the SMILES, lowest first.
Compound,HePTP inh,BAP1 block
CCOCCCNc1ccc(-c2ccccc2)nn1,11,103
CC(C)c1nnc(NC(=O)c2cnccn2)s1,6,95
OC(c1ccc(Br)cc1)C12CN3CN(CN(C3)C1)C2 (stereo not drawn),104*,.
Cc1ccc(NC2CC(C)N(C(=O)c3cccc(F)c3)c3cc(C)ccc32)cc1 (stereo not drawn),5,.
COc1ccc2c(c1OC)C(=O)OC2c1c(O)nc(SC)n(-c2ccccc2)c1=O (stereo not drawn),-1,89
Cc1ccc(NC(=O)CN(c2ccc(C)cc2)S(=O)(=O)c2ccc(F)cc2)cc1,9,.
CCOC(=O)N1CCN(C(=O)C2CCCN(Cc3nc(-c4ccc(Cl)cc4)oc3C)C2)CC1 (stereo not drawn),9,89

The listing continues.
Compound,HePTP inh,BAP1 block
COc1cc(N2C(=O)NC(=O)/C(=C\c3cc(Br)c(O)c(OC)c3)C2=O)c(OC)cc1Cl,5,.
CCC(CC)NCc1ccccc1OC,8,.
COc1ccc(O)c(CN2CCN(C/C=C/c3ccccc3)CC2)c1,-2,94
CCCCNCCCCCCOc1ccccc1OC,4,.
O=C(NC(NC(=S)Nc1ccc(Cl)c(Cl)c1)C(Cl)(Cl)Cl)c1ccccc1F (stereo not drawn),-3,.
O=C(O)c1ccc(N2C(=O)c3cc(Cl)c(Cl)cc3C2=O)cc1,24,.
CCOC(=O)c1c(NC(=O)c2ccc(C)c([N+](=O)[O-])c2)sc(C(=O)Nc2ccccc2C(F)(F)F)c1C,7,.
COC(=O)C1CCN(C(=O)NC(C)(C)C)CC1,8,83
O=C(NCC1c2ccccc2CCN1C(=O)CN1CCOCC1)C1CCCCC1 (stereo not drawn),-1,99
N#CC(C(=O)NCCc1ccccc1)c1nc2ccccc2nc1N1CCCCC1 (stereo not drawn),1,64
CC1=C(C(=O)Nc2ccccc2C)C(c2ccc(C)o2)N2C(=O)CSC2=N1 (stereo not drawn),3,52
Cn1cccc1C1NC(=O)c2c(sc3c2CCC(C(C)(C)C)C3)N1 (stereo not drawn),2,75
O=C(Nc1nnc(-c2ccco2)s1)C1CCN(S(=O)(=O)c2ccc(Cl)cc2)CC1,-6,39*
CCOc1ccc(C(=O)Nc2ccc3oc(-c4cccc(Cl)c4Cl)nc3c2)cc1[N+](=O)[O-],8,.
COc1ccccc1C1(O)CCN(CC(=O)Nc2c(C)nn(C)c2C)CC1,4,93
COc1ccc(NC(=O)c2cc(Br)ccc2I)cc1Cl,1,.
CCOC(=O)c1ccc(NC(=O)CSc2nnc(COc3ccccc3OC)n2CC)cc1,7,110
CCn1cc(C(=O)NN)c(=O)c2cc(Br)ccc21,4,.
O=C(NCc1ccc(Cl)cc1Cl)C(=O)NC1CCCC1,61*,.
Cc1ccc(C(=O)/C=C/Nc2ccc(Cl)c(Cl)c2)cc1,8,.
Cc1cc(C)c2nc(SCC(=O)N3CCCCC3)c(C#N)cc2c1,4,70
O=C(NCCN1CCOCC1)c1ccc2c(c1)N(Cc1ccccc1F)C(=O)CS2,1,95
O=C(O)C1C2C=CC(O2)C1C(=O)Nc1ccc(I)cc1 (stereo not drawn),8,.
COc1ccc(OC)c(N2C(=O)CC(Sc3nc4ccccc4s3)C2=O)c1 (stereo not drawn),-6,.
Nc1ccc(-c2ccc(N3C(=O)c4cccc5c(C(=O)c6ccccc6)ccc(c45)C3=O)cc2)cc1,-1,.
COc1ccc2c(c1OC)C(=O)N(c1cccc(C)c1)C2=O,6&-4,97
CC(=O)Oc1cccc(N2C(=O)C3C(C2=O)C2C=CC3C23CC3)c1 (stereo not drawn),2,90
COc1ccc(C(=O)Nc2nncs2)cc1S(=O)(=O)N1CC(c2ccccc2)CC1=O (stereo not drawn),6,91
Oc1c(C(Nc2nc3ccccc3s2)c2ccco2)ccc2cccnc12 (stereo not drawn),-11,.
CC(=O)Nc1c(C(=O)O)[nH]c2ccccc12,-16,102
COc1cccc(/C=C2\N=C(c3ccccc3OC)OC2=O)c1,12,.
Cc1cc(C)nc(N2C(=O)CC(Cc3ccccc3)C2=O)n1 (stereo not drawn),9,97
C=CCNC1=C(Cl)C(=O)N(c2cccc(Cl)c2Cl)C1=O,-1,.
O=C(CCN1CCCCC1)Nc1cccc(Cl)c1,-8,164
CCCOc1ccc(/C(O)=C2/C(=O)C(=O)N(CCCOC)C2c2ccncc2)cc1 (stereo not drawn),7,58
CCc1c(C)c2ccc(OC(C)=O)c(C)c2oc1=O,-18,.
COc1c(C(=O)Nc2c(C)n(C)n(-c3ccccc3)c2=O)ccc2ccccc12,4,83
CC(=O)Oc1ccccc1/C=C1\C=C(c2ccc(C)cc2)OC1=O,-13,.
Cc1ccoc1C(=O)Nc1ccccc1C(=O)O,4,.
O=C1C(C=NCc2ccco2)=C(O)c2ccccc21,-3,90
Cc1ccc(N2CC(C(=O)Nc3c(C)cc(C)cc3C)CC2=O)cc1 (stereo not drawn),1,.
O=C(CSc1nnnn1C1CCCCC1)N1CCc2ccccc21,8,101
O=c1[nH]c(/C=C/c2cc([N+](=O)[O-])ccc2O)c([N+](=O)[O-])c(=O)[nH]1,16,.
CC1CC(C)CN(c2oc(-c3ccco3)nc2C#N)C1 (stereo not drawn),4,.
COC(=O)C1=CN(Cc2ccc(OC)cc2)C=C(C(=O)OC)C1c1ccc(C)s1,4,.
CCN(CC)CCOc1nnc(-c2ccc(OC)cc2)c2ccccc12,-3,.
CCOCCCNC(=O)c1cc(C)nn1-c1ccccc1,1,108
CN(C(=O)c1cccs1)c1ccccc1,-6,.
Cc1ccc(NC(=O)CSc2nnc(-c3ccc(S(=O)(=O)N4CCCC4)cc3)o2)cc1C,-5,.
CC(=O)Cc1cc(O)c2ccccc2c1OC(=O)c1ccc(C)cc1,-13,.

(next part)
Compound,HePTP inh,BAP1 block
COc1nc(NC(C)(C)C)nc(Oc2ccc(=O)n(C)n2)n1,-1,96
O=C(O)C1C2CCC(C2)C1C(=O)Nc1nc(-c2ccc(Cl)cc2Cl)cs1 (stereo not drawn),-14,.
O=S(=O)(NCCSc1ccc(Cl)cc1)c1ccc2c(c1)OCCO2,2,86
CC1=CC(C)(C)Nc2ccc(OC(=O)c3ccccc3Br)cc21,-5,.
O=C(Nc1ccc(Cl)cc1C(=O)O)c1ccc2c(c1)C(=O)N(Cc1ccco1)C2=O,36,.
O=C(c1cccs1)N1CCN(S(=O)(=O)N2CCCCC2)CC1,8,101
CCCN1C(=O)C2C(C(=O)Nc3cccc(OC)c3)C3C=CC2(O3)C1C(=O)NC1CCCCC1 (stereo not drawn),10,86
O=c1c2cc3c(=O)n(Cc4ccco4)c(=O)c3cc2c(=O)n1Cc1ccco1,-2,.
COc1ccc(S(=O)(=O)N2CCN(C(=O)NC3CCCCC3)CC2)cc1OC,2,96
O=C(NCc1ccncc1)C(O)(c1ccccc1)c1ccccc1,4,.
COC(=O)c1cc(NC(=O)c2cccc(N(C)C)c2)cc(C(=O)OC)c1,3,.
COc1cc(S(=O)(=O)N2CCC(C(N)=O)CC2)c(C)cc1C,4,132
O=C(N/N=C/c1ccc(-c2cccc(C(F)(F)F)c2)o1)c1ccco1,3,.
COCCOC(=O)C1=C(C)OC(N)=C(C#N)C1c1ccc2c(c1)OCO2 (stereo not drawn),8,96
COc1ccc(OC)c(C=NN2CCN(Cc3ccccc3Cl)CC2)c1,6,.
c1ccc(CC2=NNC(Cc3ccccc3)=NN2)cc1,-8,.
O=C(CN1C(=O)CSC1=O)Nc1ccc(F)c(F)c1F,8,89
O=C1/C(=C/c2cccc([N+](=O)[O-])c2)SC(=S)N1C1CCS(=O)(=O)C1 (stereo not drawn),2,.
O=C(C1CCCC1)N1CCN(c2ccc(F)cc2)CC1,-8,.
Cc1ccc2c(c1)C(O)(c1c(C)[nH]c3ccccc13)C(=O)N2 (stereo not drawn),-12,79
CCOc1ccc(N2C(=O)c3cccnc3C2Nc2ccc(Cl)cc2)cc1 (stereo not drawn),3,.
Cc1ccc(-c2[nH]n3c(=O)c(C)c(C)nc3c2C)cc1,2,.
CCS(=O)(=O)Nc1cccc(C(=O)CC2(O)C(=O)Nc3ccccc32)c1 (stereo not drawn),6,89
CCOc1ccc2nc(N3CCCC(C(=O)N4CCN(CC)CC4)C3)sc2c1 (stereo not drawn),-3,93
CCOc1ccc(/C=C/C(=O)c2ccc(F)cc2)cc1,-12,.

Entries above printed as active in BAP1 block.
Compound,HePTP inh,BAP1 block
O=C(Nc1nnc(-c2ccco2)s1)C1CCN(S(=O)(=O)c2ccc(Cl)cc2)CC1,-6,39*

Following part
Compound,HePTP inh,BAP1 block
O=C1CC(c2cccs2)c2cc3c(cc2N1)OCO3 (stereo not drawn),8,98
O=c1[nH]c(Nc2nc3ccccc3o2)nc2c1CCCC2,7,100
COC(=O)c1ccccc1NC(=O)Cn1ccnc1,6,99
O=C(Nc1cc2ccccc2oc1=O)C1CCCCC1,.,68
CCOC(=O)N1CCN(C(=O)c2ccc3nc4ccsc4c(=O)n3c2)CC1,4,66
Cc1ccc(/C=C2\SC(=S)N(c3ccc(F)cc3)C2=O)cc1,7,.
CCCc1ccc(C=Cc2ccccc2)nc1,.,112
NS(=O)(=O)c1ccc(CNS(=O)(=O)c2ccc(Br)cc2)cc1,9,.
C/C(=N/NC(=O)COc1ccc(C)cc1)c1ccc([N+](=O)[O-])cc1,14,.
COCCOC(=O)c1ccc(NC(=O)C(C)Oc2ccc(Cl)cc2C)cc1 (stereo not drawn),-6,.
O=C(C1=C(Nc2ccc(Br)cc2)CCCC1)C(F)(F)F,8,.
O=C(NC(CO)(CO)CO)c1cccc(-c2ccc(O)cc2)c1,-4,.
Cc1ccc(N(CC(=O)Nc2cccc(Br)c2)S(C)(=O)=O)cc1Cl,5,.
COc1cc2ccccc2cc1C(=O)N1CCN(C)CC1,7,96
COc1ccc(/C=C/C(=O)c2ccc(Br)cc2)c(OC)c1,5,.
CCC(=O)N(Cc1ccco1)C1CC(=O)N(c2ccccc2)C1=O (stereo not drawn),15,.
CC(=O)c1cccc(NC(=O)c2ccccc2C)c1,2,.
COc1ccc(OCC(O)Cn2c(Nc3cccc(C)c3)nc3c2c(=O)n(C)c(=O)n3C)cc1 (stereo not drawn),3,187
Cn1c(=O)[nH]c(=O)c2c1nc(Br)n2CCC(=O)c1ccccc1,3,103
O=C1S/C(=C/c2ccccc2F)C(=O)N1CNc1ccccc1Br,-18,.
Cc1ccc(C)n1-c1ccc(C(=O)O)c(O)c1,103*,.
O=c1cc(-c2ccccc2)c2ccc(Oc3ccc(C(F)(F)F)cc3[N+](=O)[O-])cc2o1,.,53
COc1ccc(CCNC(=O)CN2CCOc3ccccc32)cc1OC,-12,95
